Screening data: PubChem BioAssay, several laboratories
TRAIL sens C8: sensitizes caspase-8 expressing cells to TRAIL; NB7+C8 cells + TRAIL, ATPlite viability luminescence; inhibition (viability loss, TRAIL sensitization), % at 10 µM; hit rate 1% among 360,000; AID 624354;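 active = compounds causing at least 50% loss of cell viability in the single-dose screen, relative to plate controls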
TROY signal inh: TROY signaling inhibition; Q293 LMP1-TROYcd NF-kB luciferase reporter, 4 h; inhibition, % at 10 µM; hit rate 0.98% among 360,000;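 active = compounds whose plate-normalised and pattern-corrected inhibition of the luciferase reporter signal at the single screening dose is 50% or more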
NR2E3 ag-1: activates human NR2E3 receptor; Q9Y5X4; CHO-S Gal4-NCOR/VP16-NR2E3 two-hybrid, luciferase; inhibition of corepressor binding, % at 3.98 µM; hit rate 0.35% among 360,000; AID 602229;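 active = inhibition above the mean of all tested compounds plus 3 SD, cut at about 70% in these data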;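 note: 0% = DMSO with NR2E3 transfected cells and 100% = cells lacking NR2E3 construct; higher means lower luciferase signal from less NR2E3 corepressor binding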
Target sequence (Q9Y5X4 whole entry, looked up, the tested form may be a part): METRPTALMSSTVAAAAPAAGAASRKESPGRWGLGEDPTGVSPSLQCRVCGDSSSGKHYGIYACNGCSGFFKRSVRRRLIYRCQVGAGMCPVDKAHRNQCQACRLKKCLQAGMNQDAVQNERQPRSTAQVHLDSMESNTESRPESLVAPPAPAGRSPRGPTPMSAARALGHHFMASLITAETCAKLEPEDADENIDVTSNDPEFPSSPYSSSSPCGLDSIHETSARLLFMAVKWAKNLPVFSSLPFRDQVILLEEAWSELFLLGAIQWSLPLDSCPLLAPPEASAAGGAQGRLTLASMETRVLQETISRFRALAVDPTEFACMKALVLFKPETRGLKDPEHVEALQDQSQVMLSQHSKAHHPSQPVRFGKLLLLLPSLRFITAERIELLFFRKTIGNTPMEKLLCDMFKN
NR2E3 ag-2: NR2E3 (human) agonism; Q9Y5X4; GST-NR2E3/biotin-RetCOR TR-FRET, 1536-well; inhibition of corepressor binding, % at 4.78 µM; hit rate 0.12% among 320,000; AID 2300;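 active = percent inhibition above the cutoff of mean plus 3 SD of all tested compounds, set per screening campaign, cut at about 20% in these data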;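 note: 0% = DMSO wells and 100% = biotin wells as full block of FRET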
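Test system – NR2E3–RetCOR corepressor complex · Quantity – NR2E3 fusion 1.35 nM · Buffer or medium – Tris pH 7.5 · Incubation – Compound–protein incubation for 5 h at 4 °C · Technique – TR-FRET, Eu(K)-anti-GST donor, streptavidin-D2 acceptor, ex 340, em 617/671 nm · Evaluation – percent inhibition of 671/617 nm emission ratio versus biotin and DMSO controls · Plate – 1536-well format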
TRPM1 prom inh: MITF TRPM1 promoter inhibition in SK-MEL-5 cells | AID 488899 | inhibition, % at 12.5 µM | hit rate 0.83% among 330,000 | SK-MEL-5 TRPM1 promoter luciferase, 24 h;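 active = mean inhibition across replicates of 60% or more, whatever share of single replicates reaches that level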; note: values of inactives mirror those of a sister screen read the other way
KKLEB cytotox: CF airway cell cytotoxicity counter-screen | KKLEB CF airway cells viability, ATPlite luminescence, overnight; hits give low values; cells stimulated with P. aeruginosa culture filtrate | activity change (cytotoxicity), % at 5 µM | hit rate 0.36% among 360,000;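 active = corrected activity change at or below -50% at 5 µM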
Peg3 prom inh: reduces Peg3 promoter-driven luciferase expression in HeLa | HeLa PEG-Prom luciferase reporter, luminescence, overnight | inhibition, % at 20 µM | hit rate 1.7% among 360,000;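 active = inhibition of at least 50% at 20 µM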
Shn3 inh set2: Schnurri-3 reporter inhibition in Clone20 osteoblasts | Clone20 osteoblast Shn3 3'UTR firefly luciferase, 24 h | hit rate 0.52% among 360,000 | inhibition, % at 12.5 µM | AID 588674;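 active = mean inhibition of at least 75% with every replicate also reaching 75%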;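 note: 0% = median of neutral control wells and 100% = pilot-screen positive control compound; some compounds past the cut are filed as inactive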
HIF-2a block: inhibitors of HIF-2a | 786-0 RCC cells HIF-2a reporter, luciferase luminescence, overnight | inhibition, % at 18.8 µM | hit rate 0.72% among 360,000 | AID 624352;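 active = inhibition of the luminescence signal of 40% or more relative to plate controls, in a single-dose primary screen at 18.75 µM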
TWEAK Fn14 block: blocks TWEAK-Fn14 interaction in a reporter cell assay; TWEAK-stimulated Fn14 reporter cells, luciferase luminescence, 8 h; inhibition, % at 10 µM; hit rate 2% among 360,000; in the data active = inhibition above about 50%
CF NFkB block: blocks PAF-induced NF-kB reporter in cystic fibrosis cells; KKLEB NF-kB-GFP reporter, GFP fluorescence overnight; inhibition, % at 5 µM; hit rate 0.86% among 360,000; AID 588850;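 active = at least 50% inhibition at 5 µM, scaled per plate between neutral and stimulator controls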;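 note: PAF is a Pseudomonas aeruginosa culture filtrate used as stimulus; plate controls were PAF-stimulated DMSO wells for no effect and unstimulated DMSO wells for full effect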
Active calls of the source: *; nt = no result given.

Order of results – TRAIL sens C8 | TROY signal inh | NR2E3 ag-1 | NR2E3 ag-2 | TRPM1 prom inh | KKLEB cytotox | Peg3 prom inh | Shn3 inh set2 | HIF-2a block | TWEAK Fn14 block | CF NFkB block
[1] Cc1ccc(COc2ccsc2C(=O)O)cc1
  4 | -8 | -12 | nt | -7 | 12 | 11 | 3 | 5 | -6 | 2
[2] COc1cc(/C=N/NC(=O)c2cc(C)oc2C)cc(OC)c1OC
  -11 | -14 | -1 | 2 | nt | 1 | 0 | 17 | -3 | 3 | -6
[3] CN1CCN(NC(=O)c2ccc(Br)s2)CC1
  11 | 9 | -15 | -2 | 14 | -3 | 7 | -8 | 17 | 10 | 14
[4] COc1ccccc1CNC(=O)CN1C(=O)NC2(CCCc3ccccc32)C1=O (stereo unspecified)
  -9 | 8 | -11 | 1 | -6 | -14 | -1 | -6 | 8 | 21 | 1
[5] Cc1ccc(NS(=O)(=O)c2ccc(C(=O)NCc3ccc(S(N)(=O)=O)cc3)cc2)cc1
  3 | 4 | -15 | nt | 7 | 23 | -3 | 62 | 3 | -33 | -16
[6] COc1ccc(OCC(O)COc2ccc(C(=O)O)cc2)cc1 (stereo unspecified)
  11 | 3 | -20 | 2 | 1 | 6 | -10 | 4 | 1 | 7 | -13
[7] O=C(COC(=O)c1ccccn1)Nc1nccs1
  4 | 3 | -17 | 1 | 1 | 9 | -2 | -13 | 11 | 3 | 4
[8] O=c1cc(O)c2c(=O)[nH]c(=O)n(-c3ccccc3)c2[nH]1
  -3 | 14 | -23 | -1 | 13 | 1 | -4 | -3 | 15 | 12 | 8
[9] CC(c1ccco1)N(C(=O)C12CC3CC(CC(C)(C3)C1)C2)c1ccccn1 (stereo unspecified)
  -9 | 3 | -32 | -4 | 11 | -4 | 13 | 8 | 16 | 12 | 6
[10] COC(=O)COc1ccc(C(=O)OC)cc1
  -10 | 4 | -12 | -2 | -8 | -3 | 6 | -1 | 6 | 2 | -9
[11] O=C(/C=C/[C@H]1O[C@@H](n2cnc3c(NC(=O)c4ccccc4)ncnc32)[C@H](O)[C@@H]1O)NCCc1ccc(F)cc1
  4 | -1 | -1 | nt | nt | 4 | 8 | 1 | 7 | -6 | -14
[12] Cc1ccc(S(=O)(=O)N(C)C[C@@H]2Oc3c(NC(=O)C4CC4)cccc3C(=O)N([C@@H](C)CO)C[C@@H]2C)cc1
  -2 | 8 | -1 | nt | -7 | 2 | -8 | -6 | 11 | 10 | -12
[13] Cc1c(C(=O)NC(C)C)oc2c1-c1[nH]ncc1CC2
  3 | 27 | -24 | 1 | -3 | -19 | 3 | 2 | 8 | 9 | 9
[14] Nc1nc(NC(=O)/C=C/c2ccc(F)cc2)nn1-c1ccccc1
  -2 | 0 | -16 | 1 | -3 | 0 | 8 | 2 | 7 | -11 | -11
[15] CCOc1ccc(NC(=O)Nc2cc(C)ccc2F)cc1
  6 | -56 | -93 | 1 | -71 | -2 | -292 | -85 | -219 | -33 | 10
[16] CCOc1ccc(CCNC(=O)COC(=O)Cn2nc(C)c([N+](=O)[O-])c2C)cc1OCC
  -10 | 10 | 5 | -2 | 0 | -27 | -6 | 6 | 8 | -11 | 42
[17] O=C(N/N=C/c1cc([N+](=O)[O-])ccc1O)c1cc(-c2ccccc2)nc2ccccc12
  33 | 22 | -4 | 1 | 48 | -7 | 47 | 88* | 7 | 32 | 21
[18] CC1(C)NC(=O)N(CC(=O)O)C1=O
  -5 | 6 | -7 | 0 | 7 | 0 | 10 | 3 | 25 | -8 | 10
[19] O=C(NCc1ccccc1)c1ccc(CS(=O)Cc2cccc(Cl)c2)o1 (stereo unspecified)
  4 | 3 | 12 | nt | nt | -6 | 3 | -4 | -1 | -5 | -6
[20] CCOC(=O)c1sc(NC(=O)C(C)C)c(C#N)c1C
  -7 | 13 | -6 | -2 | -11 | -24 | -9 | 3 | 7 | 4 | 19

The list goes on.
Order of results – TRAIL sens C8 | TROY signal inh | NR2E3 ag-1 | NR2E3 ag-2 | TRPM1 prom inh | KKLEB cytotox | Peg3 prom inh | Shn3 inh set2 | HIF-2a block | TWEAK Fn14 block | CF NFkB block
[21] CCOc1ccc(C(=O)Nc2ccc(-c3nc4ccccc4[nH]3)cc2)cc1[N+](=O)[O-]
  3 | -13 | -3 | 1 | -13 | -30 | 34 | -2 | 6 | -43 | 9
[22] CCn1cnc2cc([N+](=O)[O-])ccc21
  24 | -22 | -4 | -1 | 7 | 4 | 2 | -5 | 3 | -12 | -3
[23] O=C1CC(=O)N(CCc2ccc(F)cc2)C(=O)N1
  -3 | -14 | -13 | 0 | 9 | 3 | 11 | 2 | 6 | 12 | 16
[24] CCc1nnc(NC(=O)CC(C)c2ccccc2)s1 (stereo unspecified)
  -13 | -26 | 4 | 3 | 0 | -12 | -15 | -48 | -19 | 20 | 10
[25] COCCCNC(=O)CCCn1c(=O)c2ccccc2n(CC(=O)Nc2c(C)cc(C)cc2C)c1=O
  -2 | -4 | -10 | 3 | -13 | 12 | -10 | 25 | 3 | 26 | 0
[26] Cc1ccc(C(=O)OCC(=O)Nc2ccccc2Sc2ccccc2)cc1C
  -5 | 5 | -13 | -2 | -11 | 7 | 24 | -2 | 12 | -25 | -2
[27] COc1ccc([N+](=O)[O-])cc1NC(=O)C(C)OC(=O)c1cccnc1Cl (stereo unspecified)
  0 | -1 | -23 | 4 | -1 | -6 | 14 | 7 | 14 | -8 | 12
[28] Nc1nc(SCC(=O)NNc2c(Cl)cc(Cl)cc2Cl)n[nH]1
  -6 | 8 | -26 | 1 | -2 | -7 | -1 | 13 | 11 | 2 | 6
[29] CNC(=S)NNC(=O)c1ccccc1Cl
  5 | -9 | -4 | 2 | nt | 12 | 3 | 4 | 13 | 5 | -13
[30] CN1C(C(=O)Nc2ccc(C(=O)O)cc2)=C(O)c2ccccc2S1(=O)=O
  -6 | -5 | -22 | 2 | -4 | 0 | 7 | -2 | 2 | -6 | -23
[31] COc1ccc(C2NC(=S)NC(C)=C2C(=O)N2CCOCC2)cc1 (stereo unspecified)
  -1 | -2 | -5 | 3 | -13 | -5 | 6 | -4 | 7 | 4 | 1
[32] O=C(COC(=O)/C=C/c1ccc(Cl)c(Cl)c1)NC1CCCC1
  -5 | -15 | 10 | 1 | -1 | -5 | 14 | 7 | 6 | -9 | -35
[33] CC(=O)N(C)[C@H]1C[C@@H](c2ccccc2)N(C(C)=O)C[C@H]1CO
  -3 | 10 | 10 | nt | nt | -7 | -3 | 12 | 12 | -14 | -2
[34] COc1ccc(-c2nc3ccc(C)cn3c2Cc2ccsc2)cc1OC
  20 | -6 | -56 | nt | nt | -21 | -34 | 17 | -84 | -10 | 13
[35] C/C(Cl)=C\CNC(C)c1ccccc1 (stereo unspecified)
  1 | 2 | -10 | -2 | 0 | 3 | 10 | 5 | 13 | -8 | 0
[36] O=C(COC(=O)COc1ccc(Cl)cc1Cl)NC1CCCCCC1
  -14 | -14 | -19 | 4 | 8 | -6 | 5 | -10 | 6 | -7 | -7
[37] Cc1cc(C(=O)OCC(=O)NC(C)C)c2ccccc2n1
  30 | 16 | 5 | 2 | 12 | 4 | 23 | -1 | 17 | 7 | 1
[38] CCNC(=O)NC(C(=O)OC)C12CC3CC(CC(C3)C1)C2 (stereo unspecified)
  -3 | -1 | -19 | 1 | 4 | 2 | -1 | -19 | 17 | -9 | 1
[39] Oc1ccc(CN2CCCCC2)c2cccnc12
  35 | -16 | -7 | 5 | 33 | -5 | -2 | 79 | -1 | 1 | -18
[40] COc1ccc2cc(C3(C)NC(=O)N(CC(=O)NCC(F)(F)F)C3=O)ccc2c1 (stereo unspecified)
  -10 | -2 | 1 | 2 | -5 | 2 | -2 | 3 | 4 | 2 | -9

Carrying on:
Order of results – TRAIL sens C8 | TROY signal inh | NR2E3 ag-1 | NR2E3 ag-2 | TRPM1 prom inh | KKLEB cytotox | Peg3 prom inh | Shn3 inh set2 | HIF-2a block | TWEAK Fn14 block | CF NFkB block
[41] CN(C(=O)CSCC(=O)Nc1ccc(Cl)cc1)C1CCCCC1
  -3 | 8 | -13 | nt | -8 | -4 | 8 | 5 | 5 | 1 | 8
[42] CC(C)(C)C(=O)c1c(N)[nH]c(C(=O)c2ccccc2)c1-c1c(F)cccc1F
  11 | 19 | 9 | nt | nt | nt | nt | nt | -29 | 13 | nt
[43] CN(c1ccc(F)cc1)S(=O)(=O)c1ccc(Cl)c(C(=O)OCC(=O)NCc2ccco2)c1
  2 | -12 | 8 | 2 | -4 | 6 | 15 | -20 | 15 | 14 | 13
[44] O=C1CCC/C1=c1\s/c(=C/c2cccnc2)c(=O)n1-c1ccccc1
  -1 | 15 | 6 | nt | 6 | -17 | -1 | 12 | 5 | 38 | 37
[45] S=c1oc(-c2ccncc2)nn1CCc1ccncc1
  -12 | -12 | -11 | -2 | -3 | -13 | -3 | -4 | -1 | 4 | -3
[46] O=C(NCCc1cccc(F)c1)C1CCN(S(=O)(=O)c2ccccc2)CC1
  0 | 7 | -7 | -1 | -1 | 8 | 2 | -4 | 6 | 19 | -16
[47] CN(Cc1nc(-c2ccccc2)no1)C(=O)c1ccco1
  0 | -4 | -19 | 6 | 2 | 3 | -16 | -9 | -27 | -17 | 0
[48] CCCc1cc(C(=O)Nc2cc(OC)ccc2OC)cs1
  13 | -18 | -49 | 2 | 8 | -4 | -87 | -21 | -132 | -11 | -11
[49] Cc1ccc(N(CC(=O)NCc2ccc(F)cc2)S(=O)(=O)c2c(C)nn(C)c2C)cc1
  -8 | -4 | -10 | -2 | -5 | 5 | -8 | -3 | 6 | 13 | 4
[50] COC(=O)C1(C(=O)OC)CCCCN(S(=O)(=O)c2ccc(C)cc2)CCC1
  5 | 3 | 22 | nt | nt | nt | nt | nt | 12 | 2 | nt
[51] CC(C)Cc1ccc(/C=C/C(=O)N2CCCCC2)cc1
  8 | -39 | -133 | 8 | -74 | 9 | -296 | -83 | -289 | -4 | 0
[52] O=C(NN1C(=O)/C(=C/c2cccnc2)SC1=S)C(c1ccccc1)c1ccccc1
  -11 | -5 | 20 | 0 | 9 | 0 | -2 | 10 | 23 | 30 | -10
[53] CCc1ccc(OCCCC(=O)Nc2ccc(S(=O)(=O)Nc3cc(C)nc(C)n3)cc2)cc1
  -15 | 18 | 5 | 2 | -13 | 9 | 6 | 6 | 15 | 55* | -14
[54] CC(=O)Nc1cc(NC(C)=O)c(N=Nc2ccccc2)cc1C
  -1 | -15 | -47 | -5 | -14 | -1 | -133 | -8 | -261 | -25 | -10
[55] COc1ccc(N2CCN(C(=O)c3ccc(NC(=O)C4=CSCCO4)cc3)CC2)cc1
  -13 | -6 | -7 | -1 | -7 | 25 | -18 | 12 | -17 | 14 | -5
[56] O=C(NC(=S)NC1CCCc2ccccc21)c1ccc(F)cc1 (stereo unspecified)
  31 | -6 | -23 | 2 | 17 | -7 | -1 | 23 | 15 | -60 | 21
[57] Cc1ccc(-c2n[nH]c(=S)n2/N=C/c2cc3c(cc2[N+](=O)[O-])OCO3)cc1
  -4 | -26 | -5 | 1 | -5 | 2 | 6 | -1 | 6 | 0 | -38

Some of the compounds tested (hit frequency here may not be typical).
